TGFb SMAD3 inh = TGF-b pathway inhibition; HepG2 CAGA-GFP TGF-b/SMAD3 reporter, GFP fluorescence, 18 h; TGF-beta stimulated, 500 pg/mL final; Potency, µM (top dose mostly 46.1 µM), inactives show top-dose activity, negative = inhibition, actives largely listed as inhibitors; hit rate 1.2% among 410,000; AID 588855; also: potency is read from the fitted curve at half-maximal effect; % is scaled to controls: 0 for no effect and ±100 for the full control effect; nearly all actives have a fitted effect of over 65% in size
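HEPG2 CAGA-GFP reporter cells (1000/well, DMEM with 1% FBS) received compounds, then recombinant TGF-beta at 500 pg/mL final for 18 hours at 37 degrees C. Per-cell GFP summed per well was normalised to unstimulated and stimulated DMSO controls before curve fitting.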
Nrf2 inh = inhibitors of Nrf2 signaling | A549 ARE-Fluc reporter, luciferase luminescence, 18-24 h | Potency, µM (doses to about 46 µM), for inactives: at the top dose activity change, negative = inhibition, hits mostly inhibitors | hit rate 2.1% among 360,000 | AID 504444; also: potency is read from the fitted curve at half-maximal effect; % is scaled to controls: 0 for no effect and ±100 for the full control effect; nearly all actives have a fitted effect of over 60% in size
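A549 ARE_Fluc cells, 5000/well, 5% FBS OPTI-MEM; compounds in dose-response, 18-24 h at 37 °C/5% CO2; CellTiter-Fluor viability read (Ex 405/Em 525), then BugLite luciferase luminescence = Nrf2 activity.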
pAkt inh = blocks phosphorylation of Akt. hit rate 0.32% among 360,000. Neuro2A IGF-stimulated pAkt S473 HTRF, 20 min; active compounds read low. AID 651550. activity change, % for hits at 50 µM; in the data active = activity change below about -80%; inconclusive = mostly about -51% to -80%; also: % is scaled to controls: 0 for no effect and ±100 for the full control effect
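Neuro2A cells in DMEM with 0.5% FBS, overnight at 37 deg C, given compound at single 50 µM final, then IGF (6 nM final) for 20 min at 37 deg C. Lysed; phospho-Akt Ser473 by HTRF after 24 h, 665/615 ratio.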
CCT modulator = cytosolic chaperonin activity modulation | activity change, % (test concentration not listed), hits read low | purified chaperonin ATPase assay, HTRF ADP detection, 30 min | hit rate 0.3% among 360,000; in the data active = activity change below about -30%; also: % is scaled to controls: 0 for no effect and ±100 for the full control effect
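First, chaperonin was dispensed at 40 nM or 20 nM final depending on batch activity. Next, compounds were pinned at 76 uM and ATP added at 10 uM. After 30 min at 37 °C, ADP detection reagents ran 30 min at ambient temperature.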
Abeta rescue = A-beta toxicity reversal in yeast | yeast expressing A-beta42, growth rescue, OD600, 48 h; response scale: 0% DMSO, 100% iron-clioquinol control | Potency, µM (doses to about 46.1 µM), for the others: at the top dose growth rescue, hits mostly activators | hit rate 0.063% among 410,000; also: potency is read from the fitted curve at half-maximal effect; nearly all actives have a fitted effect of over 55% in size
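Growth rescue measured by 600 nm absorbance after 48 h yeast culture at 30 C with compound. Values normalized between DMSO and an equimolar ferric chloride plus clioquinol control.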
HepG2 viability = kills HepG2 cells in TGF-b inhibitor counter-screen; Potency, µM (doses to about 46.1 µM), without a hit: top-dose activity change, negative = cytotoxicity, actives largely listed as cytotoxic; hit rate 0.76% among 410,000; HepG2 CAGA-GFP viability, ATP luminescence, 18 h; also: potency is read from the fitted curve at half-maximal effect; some results filed as inactive show a strong effect at the top dose
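CellTiter-Glo luminescence gave cytotoxicity after 18 hours at 37 degrees C. The cells were HepG2 CAGA-GFP in 1% FBS DMEM, stimulated with 500 pg/mL TGF-beta after compound addition. %Activity was normalised to no-cell wells (complete cell-killing) and DMSO (no toxicity), and curves were fitted and classified.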
MmCpn inh = blocks the Methanococcus maripaludis chaperonin Mm-Cpn; purified Mm-Cpn ATPase, ADP Transcreener TR-FRET; Potency, µM (series often up to 76.9 µM), for inactives: top-dose activity, negative = inhibition, most hits filed as inhibitors; hit rate 0.031% among 330,000; also: potency is read from the fitted curve at half-maximal effect; % is scaled to controls: 0 for no effect and ±100 for the full control effect; nearly all actives have a fitted effect of over 80% in size
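ATPase read-out: TR-FRET ADP immunoassay (anti-ADP Eu cryptate vs ADP-d2), ex 320 nm, em 590/665 nm; signal drops as ADP forms. Enzyme 25 nM, ATP 10 uM, 30 min at 37°C after 10 min compound preincubation.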
A549 tox = A549 cytotoxicity, counter-screen for Nrf2 inhibitors. A549 ARE-Fluc cells, CellTiter-Fluor viability, 18-24 h. hit rate 0.16% among 390,000. Potency, µM (highest dose often 46 µM), inactives show top-dose activity change, negative = cytotoxicity, most hits filed as inhibitors; also: potency is read from the fitted curve at half-maximal effect; % is scaled to controls: 0 for no effect and ±100 for the full control effect
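A549 ARE-Fluc cells in 5% FBS OPTI-MEM, 5000 cells/well, rested 2 h then exposed to compounds in concentration-response for 18-24 h at 37 °C. Viability by CellTiter-Fluor fluorescence (Ex 405/Em 525) after 30 min; luciferase luminescence (BugLite, 15 min, RT) read afterwards.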
Nrf2 ARE act = activators of Nrf2 (ARE) signaling; AREc32 ARE-luciferase reporter (MCF7-derived line), luminescence, 24 h; Potency, µM (doses to about 46.1 µM), for inactives: at the top dose activation, most hits filed as activators; hit rate 0.31% among 410,000; AID 624171; also: potency is read from the fitted curve at half-maximal effect; % of control where 0% means no effect; nearly all actives have a fitted effect of over 65% in size
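Quantitative high-throughput format: AREc32 reporter cells, 1000 per well, received compound by pin transfer and were incubated 24 hr at 37 deg C, 5% CO2, before Steady-Glo luminescence detection.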
* hit, by the source's call; i = inactive; ? = inconclusive; . = no result given; [ ] = dose if it differs, or a comment. Unless noted, calls follow the shape of the dose curve; as a rule, active = well fitted curve in the direction sought with a large enough effect; inconclusive = small, poorly fitted or top-dose-only effect, or another doubt; inactive = no such curve, though single readings can be large; an effect the other way counts as inactive or inconclusive.

SMILES	TGFb SMAD3 inh	Nrf2 inh	pAkt inh	CCT modulator	Abeta rescue	HepG2 viability	MmCpn inh	A549 tox	Nrf2 ARE act
COc1ccc(CNc2oc(COc3ccccc3)nc2C#N)cc1	?	?	i	2.6	-15%	6%	3%	12%	3.5%
O=C1NCCCC1C(=O)N/N=C/c1ccccc1O (centres undefined)	-1%	?	i	-2.2	0%	-19%	1%	-14%	0.1%
O=C(CN1CCN(Cc2ccccc2)CC1)Nc1ccc2c(c1)CCC2	-2%	-6%	i	0.1	-5%	-1%	0%	4%	-0.4%
Cc1nn(C)cc1C(C)NC(=O)c1cc(COc2c(F)cccc2F)on1 (centres undefined)	4%	-15%	i	-0.6	-5%	1%	3%	3%	-0.2%
Cc1nonc1C(=O)N1CCCC(Nc2ccc(C(C)C)cc2)C1 (centres undefined)	-11%	6%	i	0.5	?	-19%	-1%	4%	-0.5%
CN(C)CCCN(C(=O)c1ccc(S(=O)(=O)N(C)Cc2ccccc2)cc1)c1nc2cc3c(cc2s1)OCO3	?	-3%	i	-0.9	20%	-101%	-1%	-12%	3.8%
COc1ccc(NC(=O)C2CCC(N3C(=O)C4CCCCC4C3=O)CC2)cc1 (centres undefined)	1%	-29%	i	0.3	3%	5%	1%	-5%	-0.7%
CCOC(=O)Cn1c(=O)n(C2CCCC2)c(=O)c2ccccc21	15%	-8%	i	0.3	9%	-3%	-1%	-12%	-0.2%
CCC(CO)Nc1ccc(-c2nn(C)c(=O)c3ccccc23)cc1[N+](=O)[O-] (centres undefined)	-1%	0%	i	2.1	-14%	-5%	-2%	2%	0.8%
CN(C)CCNc1nc(Oc2cccc(F)c2)c2sccc2n1	5%	.	i	-0.6	-5%	-19%	.	.	6.3%
CC(OC(=O)C1CC(=O)N(Cc2ccco2)C1)C(=O)Nc1cccc(C#N)c1 (centres undefined)	2%	13%	i	0.3	2%	0%	4%	-2%	0.6%
COc1ccccc1C(=O)NC(=O)COC(=O)c1cccc(OC(F)F)c1	9%	11%	i	0.6	-24%	5%	-1%	-2%	-0.4%
CCOc1ccccc1NC(=O)c1cc(-c2cc(OC)c(OC)c(OC)c2)nc2ccccc12	-5%	?	i	0.0	9%	3%	-3%	0%	3.4%
Cc1ccc(NC(=O)COC(=O)Cc2csc(-c3ccc(Cl)cc3)n2)cc1C	4%	14%	i	0.8	-3%	5%	-8%	5%	0.1%
COc1ccc(C)cc1S(=O)(=O)Nc1cc2c3c(c1)CCC(=O)N3CCC2	-11%	?	i	-12	1%	-18%	0%	-12%	8.5%
CC1CC(N(C(=O)c2ccc(Cl)cc2)c2ccccc2)c2ccccc2N1C(=O)c1ccco1 (centres undefined)	?	.	i	-1.3	-2%	0%	-1%	?	3.3%
Cc1nn(C)c(C)c1S(=O)(=O)NC1CCCc2ccccc21 (centres undefined)	4%	6%	i	2.7	11%	3%	-1%	-1%	-0.2%
Cc1cc(N2CC(C)OC(C)C2)n2cc(-c3ccccc3)nc2n1 (centres undefined)	-1%	-4%	i	2.6	-1%	-8%	-11%	8%	3.5%
Cc1cc2ccccc2n2c(SCC(=O)NCC3CCCO3)nnc12 (centres undefined)	-1%	9%	i	-0.8	-4%	0%	-2%	-3%	-0.3%
O=C(O)c1cc(NS(=O)(=O)c2ccc(F)cc2)cc(NS(=O)(=O)c2ccc(F)cc2)c1	-2%	8%	i	2.5	8%	1%	-2%	2%	-1.2%
O=C(COC(=O)C1=COCCO1)NCc1ccc(Cl)cc1	-1%	1%	i	-0.8	-13%	-6%	3%	1%	0.1%
CC(=O)N1CCC(C(=O)NC2CCCc3c2cnn3-c2cc(F)cc(F)c2)CC1 (centres undefined)	-4%	-20%	i	0.3	13%	0%	-1%	7%	-0.2%
CCCn1nc(NS(=O)(=O)c2ccccc2)c2cc3cc(C)ccc3nc21	-3%	8%	i	1.7	11%	0%	1%	?	-0.3%
CC1=C(c2ccc(C(C)C)cc2)S(=O)(=O)NC1=NCc1ccc(OC(C)C)cc1	2%	-1%	.	.	-14%	-21%	.	5%	-0.9%
Cc1ccc(-c2nc(N/N=C/c3cccnc3)c3ccccc3n2)cc1	?	?	i	-5.7	-20%	14µM*	2%	1%	0.8%
Cc1ccc(N(C(=O)CC2NC(=O)NC2=O)C2(C(=O)NC3CCCC3)CCCCC2)cc1 (centres undefined)	-2%	1%	i	0.9	14%	-3%	-1%	1%	0.0%
O=C(CN1C(=O)C2CC=CCC2C1=O)NCC(=O)Nc1ccc(F)c(F)c1 (centres undefined)	14%	-34%	i	2.1	-5%	-1%	1%	2%	0.1%
CCOc1ccc(/C=C/C(=O)OC(C)C(=O)NC2CCCCC2C)cc1OC (centres undefined)	-8%	-10%	i	-5.4	4%	1%	0%	-19%	0.1%
C[C@H](CO)N1C[C@H](C)[C@@H](CN(C)C(=O)Nc2ccc3c(c2)OCO3)Oc2ccc(NC(=O)Cc3ccccc3)cc2C1=O	-1%	11%	i	0.9	4%	9%	1%	-3%	-0.3%
COc1ccc(CNS(=O)(=O)c2c(C)[nH]c(C)c2C(=O)N2CCCC2)cc1	2%	0%	i	-0.5	10%	-5%	0%	-3%	-0.1%

An excerpt of these results, with two lines to a compound.
Under each structure – TGFb SMAD3 inh, Nrf2 inh, pAkt inh, CCT modulator, Abeta rescue, HepG2 viability, MmCpn inh, A549 tox, Nrf2 ARE act
- Cc1cc(N2CC(C)OC(C)C2)n2cc(-c3ccccc3)nc2n1 (centres undefined)
 : -1%, -4%, i, 2.6, -1%, -8%, -11%, 8%, 3.5%
- Cc1cc2ccccc2n2c(SCC(=O)NCC3CCCO3)nnc12 (centres undefined)
 : -1%, 9%, i, -0.8, -4%, 0%, -2%, -3%, -0.3%
- O=C(O)c1cc(NS(=O)(=O)c2ccc(F)cc2)cc(NS(=O)(=O)c2ccc(F)cc2)c1
 : -2%, 8%, i, 2.5, 8%, 1%, -2%, 2%, -1.2%
- O=C(COC(=O)C1=COCCO1)NCc1ccc(Cl)cc1
 : -1%, 1%, i, -0.8, -13%, -6%, 3%, 1%, 0.1%
- CC(=O)N1CCC(C(=O)NC2CCCc3c2cnn3-c2cc(F)cc(F)c2)CC1 (centres undefined)
 : -4%, -20%, i, 0.3, 13%, 0%, -1%, 7%, -0.2%
- CCCn1nc(NS(=O)(=O)c2ccccc2)c2cc3cc(C)ccc3nc21
 : -3%, 8%, i, 1.7, 11%, 0%, 1%, ?, -0.3%
- CC1=C(c2ccc(C(C)C)cc2)S(=O)(=O)NC1=NCc1ccc(OC(C)C)cc1
 : 2%, -1%, ., ., -14%, -21%, ., 5%, -0.9%
- Cc1ccc(-c2nc(N/N=C/c3cccnc3)c3ccccc3n2)cc1
 : ?, ?, i, -5.7, -20%, 14µM*, 2%, 1%, 0.8%
- Cc1ccc(N(C(=O)CC2NC(=O)NC2=O)C2(C(=O)NC3CCCC3)CCCCC2)cc1 (centres undefined)
 : -2%, 1%, i, 0.9, 14%, -3%, -1%, 1%, 0.0%

(further entries)
SMILES	TGFb SMAD3 inh	Nrf2 inh	pAkt inh	CCT modulator	Abeta rescue	HepG2 viability	MmCpn inh	A549 tox	Nrf2 ARE act
Cc1ccc(CNc2nc3ccccc3n3nnnc23)cc1	80%[activator]	19%	i	-0.2	-4%	0%	-1%	-2%	3.6%
COc1cccc(C(=O)N/N=C(\C)CC(=O)Nc2ccc(N(C)C)cc2)c1	?	?	i	0.5	4%	-25%	-9%	?	0.0%
Cc1nc(/C=C/c2ccccc2)[nH]c(=O)c1-c1ccccc1	-4%	?	i	2.6	-22%	25%	1%	-16%	-0.3%
CCOc1ccc(NC(=O)CC(=O)Nc2ccc(OCC)cc2)cc1	14%	27%	i	-2.0	1%	1%	2%	-4%	-0.4%
CCCOc1ccc(/C(O)=C2\C(=O)C(=O)N(c3ccccn3)C2c2ccccc2F)cc1C (centres undefined)	0%	?	i	-5.2	-10%	-18%	-22%	2%	1.3%
CC(=O)N1CCOc2ccc(S(=O)(=O)N3CCN(c4cc(C)ccc4C)CC3)cc21	?	?	i	-5.1	13%	-10%	-1%	0%	0.0%
O=C(Nc1ccc(CN2CCOCC2)cc1)c1cc(Br)ccc1Cl	-9%	-19%	i	1.0	-14%	-1%	0%	1%	4.3%
O=C(CSc1n[nH]c(=O)[nH]c1=O)c1ccc([N+](=O)[O-])cc1	5%	-2%	i	0.9	-1%	0%	0%	-4%	-0.4%
CN1CCC(N(C)S(=O)(=O)c2ccc(Cl)cc2)CC1	10%	2%	i	1.1	2%	4%	-1%	4%	0.1%
CCc1ccccc1NC(=O)CSc1ncccc1C(=O)O	0%	.	.	.	-2%	-4%	.	1%	0.3%
CCOc1ccc(Br)cc1C(=O)N/N=C/c1cccnc1	10%	-11%	i	-0.5	3%	-2%	-3%	-2%	-0.1%
O=C(Nc1cccnc1)c1cc(-c2ccc(Br)cc2)on1	0%	?	i	1.0	-8%	-13%	0%	1%	-0.6%
CCSc1ccc(C(=O)Nc2cccc(C)n2)cc1[N+](=O)[O-]	3%	20%	i	1.2	-2%	-4%	-1%	-13%	2.0%
COc1ccccc1NC(=O)CCN1C(=O)/C(=C/c2cc(OC)c(OC)c(OC)c2)SC1=S	-1%	5%	i	-0.3	-11%	1%	0%	6%	-0.2%
Cc1c(O)ccc(C(=O)COc2ccc(F)cc2)c1O	-1%	-20%	-89%*	0.6	-8%	-7%	-1%	-9%	6.6%

The order is random; overall some 4.3% were active at least once.
